# Screening data (PubChem BioAssay)
# CHO parental Ca = ATP-evoked calcium signal inhibitors, parental CHO, primary screen, counter-screen for OX1R antagonist project, cell-based, fluorescence, Fluo-8 calcium dye. parental CHO-K1, ATP-induced calcium, Fluo-8 fluorescence. inhibition, % at 5.6 µM. AID 463079, 2010. 0.63% of 330,000 active;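 active = inhibition above that plate's mean sample inhibition plus 3 SD, cut at about 26% in these data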;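 also: 0% = ATP-challenged DMSO wells and 100% = DMSO wells without ATP; some compounds past the cut are filed as inactive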
#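 Measured by: calcium-sensitive Fluo-8 fluorescence / Test system: CHO parental line / Controls: ATP-challenged DMSO wells low, unchallenged DMSO wells high / Measure: % inhibition / Compound: single nominal dose of 5.6 µM per compound / Replicates: single well per compound, no replicates / Reagent: ATP as calcium-mobilizing challenge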
# M4 ag = human M4 muscarinic receptor agonists, primary screen, CHO-K1 cells, Fluo-8 calcium fluorescence; 0.14% of 360,000 active; CHO-K1 hM4/Gqi5; vehicle 0%, full acetylcholine response 100%; activation, % at 3 µM; Muscarinic acetylcholine receptor M4 (Homo sapiens), P08173;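 active = activation above the run mean over all test wells plus 3 SD, cut at about 32% in these data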;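 also: peak over basal fluorescence ratio per well then scaled between controls; 0% = DMSO wells and 100% = acetylcholine at EC100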
# Target sequence (P08173 whole entry, looked up): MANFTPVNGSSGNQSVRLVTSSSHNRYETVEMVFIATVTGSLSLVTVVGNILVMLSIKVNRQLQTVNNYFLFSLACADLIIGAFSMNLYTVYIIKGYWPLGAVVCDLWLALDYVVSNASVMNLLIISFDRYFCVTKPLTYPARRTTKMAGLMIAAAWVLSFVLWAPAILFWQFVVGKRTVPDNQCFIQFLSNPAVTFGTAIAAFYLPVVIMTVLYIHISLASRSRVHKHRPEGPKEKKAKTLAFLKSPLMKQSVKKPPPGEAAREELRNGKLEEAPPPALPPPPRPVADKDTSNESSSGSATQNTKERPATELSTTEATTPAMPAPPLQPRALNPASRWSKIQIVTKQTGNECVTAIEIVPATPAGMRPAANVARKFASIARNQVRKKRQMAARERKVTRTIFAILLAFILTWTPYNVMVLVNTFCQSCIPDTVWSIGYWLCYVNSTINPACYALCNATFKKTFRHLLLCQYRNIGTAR
# M1 antag = human M1 muscarinic receptor antagonists, primary screen, CHO-K1 cells, Fluo-8 calcium fluorescence, 1536-well; Muscarinic acetylcholine receptor M1 (Homo sapiens), P11229; CHO-K1 hM1, ACh EC80 antagonist; inhibition, % at 3 µM; 1.3% of 360,000 active; AID 588852, 2011;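 active = percent inhibition above its own plate's cutoff, namely the mean of that plate's compound wells plus 3 SD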;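 also: peak over basal fluorescence ratio during 140 s after agonist addition; 0% = ACh EC80 plus DMSO and 100% = DMSO alone without agonist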
# Target sequence (P11229 whole entry, looked up): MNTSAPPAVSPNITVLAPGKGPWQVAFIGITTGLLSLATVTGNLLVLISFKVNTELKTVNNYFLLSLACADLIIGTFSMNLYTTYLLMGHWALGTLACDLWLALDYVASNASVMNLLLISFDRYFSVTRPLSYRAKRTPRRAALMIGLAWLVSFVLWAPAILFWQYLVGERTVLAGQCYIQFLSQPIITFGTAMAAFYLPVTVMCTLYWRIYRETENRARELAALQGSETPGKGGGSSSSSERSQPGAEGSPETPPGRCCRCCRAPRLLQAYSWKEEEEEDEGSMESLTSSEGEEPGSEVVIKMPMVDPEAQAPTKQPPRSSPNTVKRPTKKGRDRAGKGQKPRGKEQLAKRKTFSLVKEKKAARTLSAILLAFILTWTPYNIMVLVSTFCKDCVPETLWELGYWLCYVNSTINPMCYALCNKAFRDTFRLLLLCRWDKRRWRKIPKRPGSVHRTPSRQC
# CHO-K1 Ca antag = nonselective inhibitor or artifact in parental CHO-K1 cells; ATP-induced calcium, Fluo-8 fluorescence; inhibition, % at 3 µM; 0.6% of 360,000 active;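 active = inhibition above a per-plate cutoff, the plate's mean sample inhibition plus 3 SD, cut at about 24% in these data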;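 also: 0% = DMSO plus EC80 ATP and 100% = DMSO alone without ATP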
# M4 antag = human M4 muscarinic receptor antagonists, primary screen, CHO cells, Fluo-8 calcium fluorescence. 0.73% of 360,000 active. CHO-hM4 cells, ACh EC80. Muscarinic acetylcholine receptor M4 (Homo sapiens), P08173. inhibition, % at 3 µM;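 active = inhibition above its plate's cutoff, the mean inhibition of sample wells plus 3 SD, cut at about 27% in these data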;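 also: 0% = acetylcholine EC80 with DMSO and 100% = DMSO without agonist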
# CHRM1 agonist = human M1 muscarinic receptor agonists, primary screen, Fluo-8 calcium fluorescence, CHO-K1 cells, HTS | Muscarinic acetylcholine receptor M1 (Homo sapiens), P11229 | CHO-K1 hM1, agonist mode; 0% DMSO, 100% acetylcholine EC100 | activation, % at 3 µM | 0.33% of 360,000 active | AID 588814, 2011;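 active = activation above the run's mean compound activation plus 3 SD, cut at about 16% in these data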;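 also: peak over basal fluorescence ratio within a 140 s kinetic read after compound addition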
# OXTR potentiator = human OXTR potentiators, primary screen, fluorescence, CHO-OTR cells, Fluo-8 calcium | activation, % at 3 µM | AID 2445, 2010 | 0.061% of 320,000 active | Oxytocin receptor (Homo sapiens), P30559 | Fluo-8 calcium fluorescence, potentiator mode; 0% = oxytocin EC15, 100% = EC100;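 active = activation above that plate's cutoff, the mean activation of tested compounds plus 3 SD, cut at about 6.6% in these data, passing the limit was not always enough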;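 also: 100% uses oxytocin at 75 nM as the full agonist control; some results filed as inactive read as strong as hits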
#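 Assay system: CHO-OTR cells, human receptor / Also added: oxytocin at about EC15, sub-maximal agonist stimulus / Dosing: single dose, 3.0 µM nominal final compound concentration / Incubation: 6 min pre-incubation, 100 s read / Technique: Fluo-8 calcium dye fluorescence / Read-out: % activation vs EC15 and EC100 oxytocin / Benchmarks: EC15 oxytocin low, 75 nM oxytocin high / Replicates: singlicate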
# CHO-K1 Ca ag = counter-screen for M1 agonists: effect in parental CHO-K1 cells. Fluo-8 calcium fluorescence; scaled to maximal ATP response, vehicle zero. activation, % at 3 µM. 0.48% of 360,000 active. AID 602248, 2012; in the data active = activation above about 15%;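 also: untransfected CHO-K1 host cells lacking M1 receptor as counterscreen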
# CHRM1 PAM = human M1 muscarinic receptor positive allosteric modulators, primary screen, CHO-K1 cells, Fluo-8 calcium fluorescence, 1536-well | Muscarinic acetylcholine receptor M1 (Homo sapiens), P11229 | CHO-K1 hM1, ACh EC20; 0% = ACh EC20, 100% = maximal ACh | activation, % at 3 µM | 0.088% of 360,000 active; in the data active = activation above about 19%, passing the limit was not always enough
# An asterisk follows results filed as active; x = no result given. Compounds as they come, and some 2.9% of all compounds hit somewhere here.
# Start of the listing, in advance:
SMILES,CHO parental Ca,M4 ag,M1 antag,CHO-K1 Ca antag,M4 antag,CHRM1 agonist,OXTR potentiator,CHO-K1 Ca ag,CHRM1 PAM
C=CCC(=O)N(CC)CC1CCCN(CCc2cccc(F)c2)C1 (stereo unspecified),x,0,7,-8,-6,-9,x,-0.1,-8
COc1ccc(NC(=O)C(OC)c2ccccc2)cc1Cl (stereo unspecified),-10,1,-12,-3,-3,-9,-6,1.9,5

# Main list, from the start:
SMILES,CHO parental Ca,M4 ag,M1 antag,CHO-K1 Ca antag,M4 antag,CHRM1 agonist,OXTR potentiator,CHO-K1 Ca ag,CHRM1 PAM
C=CCC(=O)N(CC)CC1CCCN(CCc2cccc(F)c2)C1 (stereo unspecified),x,0,7,-8,-6,-9,x,-0.1,-8
COc1ccc(NC(=O)C(OC)c2ccccc2)cc1Cl (stereo unspecified),-10,1,-12,-3,-3,-9,-6,1.9,5
CCN(C(=O)COC(=O)/C=C/c1ccc(S(=O)(=O)N2CCc3ccccc32)cc1)C1CCS(=O)(=O)C1 (stereo unspecified),-12,6,-4,1,-3,-11,-6,3.0,-5
O=C(CNC(=O)c1ccccc1F)OCc1nc2ccc(Cl)cc2n1CCO,-14,0,-11,-12,-12,-5,-3,-0.5,6
C(=C\c1ccccc1)/CSc1nnc(-c2cnccn2)n1Cc1ccco1,-14,2,-7,2,-6,0,-17,0.2,7
Cc1nc(C)c(-c2ccc(SCc3ccc(Cl)cc3)nn2)s1,-28,6,-1,-5,-4,-1,-9,4.8,-2
COC(=O)[C@]12CCCCC=C1N(Cc1ccccc1)C(=O)[C@H](CC(=O)N1CCCC1)C2,x,16,x,5,4,x,x,5.9,x
CCOC(=O)C1CCCN(C(=O)Cn2nc(Cc3cccnc3)c3ccccc3c2=O)C1 (stereo unspecified),-10,2,0,3,-4,-8,-2,0.9,3
CC(C(=O)Nc1cccnc1)N1C(=O)C2C3C=CC(C3)C2C1=O (stereo unspecified),0,0,-14,5,-1,-1,2,0.4,9
CCOC(=O)c1nnn(-c2nonc2NC(C)=O)c1C,10,1,-17,-9,-6,-6,-6,0.3,-7
COc1cccc(C2CC(c3cccc(Br)c3)n3ncnc3N2)c1 (stereo unspecified),1,6,-19,-9,-1,-10,-18,3.0,10
Cc1ccc(C)c2c1N(Cc1ccccc1)C(=O)C21OCCO1,-13,-3,-15,-9,-4,3,-3,-0.1,18
COCC(=O)n1nc(NCc2ccc(OC)cc2)nc1NCc1ccc(OC)cc1,-15,1,-9,-12,0,-7,5,-0.3,-1
CC(C)(C)NS(=O)(=O)c1ccc(CCC(=O)N2CCOCC2)cc1,15,1,-12,-2,2,-3,-2,0.8,6
C[C@H](NC(=O)c1[nH]cnc1C(=O)N[C@@H](C)CO)c1ccccc1,x,2,-10,-6,-4,-2,x,0.3,3
CCCCN(C(=O)CCCc1nc2ccccc2c(=O)[nH]1)c1c(N)n(CC(C)C)c(=O)[nH]c1=O,-6,2,-7,-4,-13,-3,-6,0.2,7
CCC1Oc2ccccc2C(=O)N(CC(=O)c2ccc3c(c2)OCCO3)C1=O (stereo unspecified),-14,6,2,-17,-16,-4,-10,1.1,1
CC(Nc1c[nH]c(=O)[nH]c1=O)c1ccccc1 (stereo unspecified),x,1,8,-3,5,-1,x,0.5,-3
Cc1c(NS(=O)(=O)c2ccc(NC3CCCC3)c([N+](=O)[O-])c2)c(=O)n(-c2ccccc2)n1C,-19,0,3,-7,3,-4,-5,0.1,-2
COc1cccc(NC(=O)c2nn(C)c3c2CS(=O)(=O)c2ccccc2-3)c1,-5,3,0,-7,-4,-2,-6,1.0,-1
CC1(C)CC(=O)C(N=Nc2ccc(C(F)(F)F)cc2[N+](=O)[O-])=C(O)C1,3,1,-14,-6,7,-6,0,0.7,7
Cc1c(Br)cc(C(=O)NCCCN2CCOCC2)c(C)c1C,-17,1,2,-6,10,-2,-11,0.1,2
Cc1ccc(CNS(=O)(=O)NCc2cccs2)cc1,-10,0,-3,-8,2,-10,6,-0.2,4
Cc1cc(=O)n2nc(N3CCCC(C(=O)NCc4ccc5c(c4)OCO5)C3)sc2n1 (stereo unspecified),-24,1,-10,-18,-2,-4,-2,1.0,7
COCCn1c(=O)c2c(nc3n2CCCN3CCc2ccccc2)n(C)c1=O,-16,4,6,0,-14,4,-1,1.9,12
# (cont.)
SMILES,CHO parental Ca,M4 ag,M1 antag,CHO-K1 Ca antag,M4 antag,CHRM1 agonist,OXTR potentiator,CHO-K1 Ca ag,CHRM1 PAM
CCOC(=O)C1CCCN(Cc2nc(N)nc(Nc3ccccc3)n2)C1 (stereo unspecified),-20,4,13,14,-2,31*,-12,-0.1,-9
COc1ccc(C(=O)Nc2ccc(N3CCN(C)CC3)cc2)cc1,-5,1,-15,1,-1,-8,-5,0.1,11
O=S(=O)(NCCCc1ccccc1)c1cccc2nsnc12,-13,4,-9,-20,-14,-7,-7,1.1,9
O=C(NCCN1CCOCC1)c1ccc2c(c1)N(Cc1ccc(F)cc1)C(=O)c1ccccc1S2(=O)=O,-21,3,-1,0,-6,-4,-2,0.5,5
COc1ccc(NC(=O)CN2C(=O)NC3(CC(C)CC(C)(C)C3)C2=O)cc1S(=O)(=O)N1CCCCC1 (stereo unspecified),-24,0,-20,-2,2,-3,-2,0.6,4
CC(=O)NC(Cc1ccccc1)C(=O)NC(Cc1ccccc1)C(=O)O (stereo unspecified),-3,0,-6,-4,-7,-4,-12,0.4,4
Fc1ccccc1C(c1nnnn1C1CCCC1)N1CCN(Cc2ccccc2)CC1 (stereo unspecified),-19,0,7,-8,10,-7,-6,-0.2,-6
O=C(NCC(=O)N1CCN(c2ccccc2)CC1)c1ccco1,-6,1,-11,8,6,-2,-6,0.1,9
COc1cc(OC)c2ccc(=O)oc2c1C(CC(=O)N1CCCC1)c1ccc(N(C)C)cc1 (stereo unspecified),-24,0,-4,-11,-6,-3,-8,0.2,8
CCCN(CC(=O)Nc1ccc(C(C)=O)cc1)CC(=O)Nc1ccccc1C,-2,3,-13,-1,3,-7,-17,1.0,9
COc1cc(/C=N/Nc2cccc(C)c2)cc(Br)c1O,x,-1,-1,-2,-1,-3,x,-0.2,7
Cn1c(=O)cc(SCC(=O)NCCCN2CCOCC2)c2ccc(Cl)cc21,-11,0,12,14,0,-2,-10,-0.6,-2
CCc1csc(CCNC(=O)C2CCC(=O)N(CCOC)C2)n1 (stereo unspecified),5,3,-17,-15,-11,0,-4,0.6,14
S=C(Nc1cc(Cl)cc(Cl)c1)N1CCN(c2ccccn2)CC1,x,4,2,3,-14,-3,x,0.0,-4
COc1ccccc1NC(=O)NC1(C(=O)N2CCC(C)CC2)CCCCC1,-5,1,-15,-15,7,2,-8,0.8,17
Cc1occc1C(=O)NC1CCCCCCC1,-7,-1,-11,-3,-8,-2,-4,0.0,5
CN(C)c1ccc(C(CNC(=O)c2ccccc2F)c2c[nH]c3ccccc23)cc1 (stereo unspecified),-23,1,-1,8,2,-5,-7,0.1,-1
CCC1CCCCN1C(=S)Nc1ccc(OC(F)F)cc1 (stereo unspecified),-1,6,-2,6,-7,-5,-3,3.7,0
COc1cccc(/C(O)=C2/C(=O)C(=O)N(CCN3CCOCC3)C2c2cccs2)c1 (stereo unspecified),-3,0,-11,-6,1,-3,-6,-0.1,7
CC(C)CCNC(=O)c1cc([N+](=O)[O-])ccc1N1CCOCC1,-6,1,-10,-8,0,-6,-3,0.0,6
Cc1ccc(N(CC(=O)NCc2ccc(F)cc2)S(=O)(=O)c2c(C)nn(C)c2C)cc1,-19,4,-7,-22,-18,-5,-12,1.9,3
NC(=O)C1CC(=O)N(CCc2ccc(F)cc2)C1 (stereo unspecified),-3,0,4,-11,1,-2,-9,0.5,-8
c1ccc(Oc2nc(Oc3ccccc3)nc(N3CCOCC3)n2)cc1,-16,0,-28,-4,0,1,-10,1.4,0
CCOC(=O)c1cnc2c(Cl)c(Cl)ccc2c1NCCN1CCOCC1,-20,2,-17,-12,-9,-7,1,0.6,14
COc1ccccc1C(=O)COC(=O)CCCN=C1NS(=O)(=O)c2ccccc21,-11,2,-11,5,2,2,-2,0.5,11
# (further entries)
SMILES,CHO parental Ca,M4 ag,M1 antag,CHO-K1 Ca antag,M4 antag,CHRM1 agonist,OXTR potentiator,CHO-K1 Ca ag,CHRM1 PAM
COc1ccc(/C=C/C(=O)Nc2sc(Cc3ccccc3)c(C)c2C(N)=O)cc1,-10,1,-9,3,-6,-6,-6,-0.2,6
Cc1ccc(OCCC(=O)OCC(=O)NC2CCCCC2)cc1,x,0,0,-9,4,-4,x,-0.4,1
CCOC(=O)Cn1cnc2c(C#N)c3n(c2c1=O)CCCCC3,-11,1,-20,-4,3,-3,-8,0.6,10
CCOC(=O)N1CCN(c2c(NCC3CCN(Cc4cccc(C)c4)CC3)c(=O)c2=O)CC1,-6,0,-2,-6,7,-13,0,-0.1,3
O=C1NC2(C=Cc3c(ccc4ccccc34)O2)Oc2ccccc21 (stereo unspecified),-4,1,-16,-4,3,-3,-12,0.6,9
O=C(Oc1cccc2ccccc12)c1ccncc1,8,-1,-7,-2,1,-1,-5,0.5,13
COC(=O)c1ccc(CNC(=O)Cn2nnnc2CN(C)C(C)C)cc1,-2,1,-22,8,5,-8,-4,-0.2,13
CC(C)Cc1ccc(S(=O)(=O)Nc2ccc3[nH]c(=O)[nH]c3c2)cc1,11,1,-15,4,3,-2,-9,0.4,16
CC(C)(C)c1ccc(Oc2ccc(NC(=O)c3cccs3)cn2)cc1,-20,9,-10,0,-1,4,-11,3.7,9
CC(C)OC(=O)/C(=C/c1ccc2c(c1)c1ccccc1n2C)NC(=O)c1ccccc1,-18,7,5,0,9,-2,-6,0.8,4
CC(C)(C)NC(=O)C(c1cccnc1)N(C(=O)c1csnn1)c1ccccc1 (stereo unspecified),-5,0,0,10,8,-3,-10,0.0,4
CCOC(=O)c1sc(NC(=O)Nc2ccccc2Cl)cc1C,-6,10,18,22,-20,-1,-7,12,-13
CC(Sc1nnc2ccccn12)C(=O)Nc1ccc2c(c1)OCO2 (stereo unspecified),-5,1,-12,-19,-4,0,-2,-0.1,12
CCS(=O)(=O)N1CCC(C(=O)Oc2ccccc2)CC1,-12,1,2,-18,12,-2,-5,2.3,0
COc1ccc(Nc2cc(Cl)nc(N)n2)cc1OC,-11,1,-3,-12,5,-8,6,0.2,14
COc1cccc(CNC(=O)CNC(=O)N2CC(=O)Nc3ccccc32)c1,-12,0,-6,-14,-7,-2,-2,0.4,2
